CHO-K1 Ca PAM = nonselective activator or artifact in parental CHO-K1 calcium assay. activation, % at 3 µM. ATP EC20, Fluo-8 calcium fluorescence; 0% at ATP EC20, 100% at ATP max. 0.02% of 360,000 active;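 active means activation above the run cutoff, the mean activation of all test compounds plus 3 SD, cut at about 40% in these data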;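 further: peak over basal fluorescence ratio in a 140 s read after ATP addition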
TAAR1 ag = agonists of human TAAR1. Q96RJ0. CHO RD-HGA16 TAAR1, Fluo-8 calcium fluorescence; vehicle wells 0%, saturating PEA agonist 100%. activation, % at 3 µM. 0.99% of 360,000 active. AID 624467;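 active means activation above the mean activation of all test compounds in the run plus 3 SD, cut at about 38% in these data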
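System: CHO-derived RD-HGA16 cells with stable Gα16 and human TAAR1. Times: 17-24 h plating, Fluo-8 75 min 37 °C, 30 min RT. Measured by: calcium-sensitive Fluo-8 signal, excitation 470-495, emission 515-575 nm. Read-out basis: % activation relative to PEA EC100 response. Control set: DMSO and PEA EC100. Repeats: no replicates (n 1).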
OXTR potentiate = human OXTR potentiation; activation, % at 3 µM; AID 2445; 0.061% of 320,000 active; P30559; CHO-OTR cells, Fluo-8 calcium fluorescence, potentiator mode; 0% = oxytocin EC15, 100% = EC100;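 active means activation above that plate's cutoff, the mean activation of tested compounds plus 3 SD, cut at about 6.6% in these data, passing the limit was not always enough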;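 further: 100% uses oxytocin at 75 nM as the full agonist control; some results filed as inactive read as strong as hits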
Target sequence (P30559 whole entry, looked up): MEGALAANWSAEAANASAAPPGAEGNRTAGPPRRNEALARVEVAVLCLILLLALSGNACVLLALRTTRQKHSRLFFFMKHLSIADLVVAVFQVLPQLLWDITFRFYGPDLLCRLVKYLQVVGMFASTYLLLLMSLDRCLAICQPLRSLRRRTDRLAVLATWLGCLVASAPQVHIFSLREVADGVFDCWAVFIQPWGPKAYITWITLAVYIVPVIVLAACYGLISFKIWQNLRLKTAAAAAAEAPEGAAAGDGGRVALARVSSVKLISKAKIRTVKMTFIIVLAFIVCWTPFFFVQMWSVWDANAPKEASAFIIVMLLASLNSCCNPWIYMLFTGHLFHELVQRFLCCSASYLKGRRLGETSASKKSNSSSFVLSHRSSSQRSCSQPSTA
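Assay system: CHO-OTR cells, human receptor / Also added: oxytocin at about EC15, sub-maximal agonist stimulus / Dosing: single dose, 3.0 µM nominal final compound concentration / Incubation: 6 min pre-incubation, 100 s read / Technique: Fluo-8 calcium dye fluorescence / Read-out: % activation vs EC15 and EC100 oxytocin / Benchmarks: EC15 oxytocin low, 75 nM oxytocin high / Replicates: singlicate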
CHO parental Ca = signal in parental CHO cells, OX1R antagonist counter-screen; parental CHO-K1, ATP-induced calcium, Fluo-8 fluorescence; inhibition, % at 5.6 µM; 0.63% of 330,000 active; AID 463079;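 active means inhibition above that plate's mean sample inhibition plus 3 SD, cut at about 26% in these data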;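 further: 0% = ATP-challenged DMSO wells and 100% = DMSO wells without ATP; some compounds past the cut are filed as inactive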
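Test system: parental CHO cells; detection: calcium-sensitive Fluo-8 fluorescence; evaluation: percent inhibition of calcium signal; also added: ATP as calcium-mobilizing challenge; repeats: one well per compound; control set: ATP-challenged DMSO wells low, unchallenged DMSO wells high; compound: single nominal dose of 5.6 µM per compound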
TAAR1 antag = antagonists of human TAAR1 | 1.5% of 360,000 active | CHO RD-HGA16 TAAR1, Fluo-8 calcium fluorescence, antagonist | AID 624466 | Q96RJ0 | inhibition, % at 3 µM;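 active means inhibition above a per-plate cutoff, the mean inhibition of test compounds on that plate plus 3 SD, cut at about 49% in these data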;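 further: 0% = DMSO plus EC80 beta-PEA response and 100% = DMSO alone without agonist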
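Test system: hTAAR1-expressing CHO RD-HGA16 cells, Gα16-coupled; Probe or stimulus: EC80 β-phenethylamine stimulus; Compound dosing: single nominal final test compound concentration of 3 µM; Timing: 140 s kinetic read after compound, 140 s after agonist; Signal: Fluo-8 calcium-sensitive fluorescence; Measure: % inhibition of agonist calcium response; Controls: DMSO and EC80 PEA controls.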
M1 ag parental = counter-screen for M1 agonists: effect in parental CHO-K1 cells; Fluo-8 calcium fluorescence; scaled to maximal ATP response, vehicle zero; activation, % at 3 µM; 0.48% of 360,000 active; AID 602248; in the data active means activation above about 15%;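 further: untransfected CHO-K1 host cells lacking M1 receptor as counterscreen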
CHO-K1 Ca antag = counter-screen for M1 antagonists: effect in parental CHO-K1 cells. inhibition, % at 3 µM. 0.6% of 360,000 active. ATP-induced calcium, Fluo-8 fluorescence;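 active means inhibition above a per-plate cutoff, the plate's mean sample inhibition plus 3 SD, cut at about 24% in these data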;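 further: 0% = DMSO plus EC80 ATP and 100% = DMSO alone without ATP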
CHRM1 agonist = human M1 muscarinic receptor agonism; P11229; CHO-K1 hM1, Fluo-8 calcium fluorescence, agonist mode; 0% DMSO, 100% acetylcholine EC100; AID 588814; activation, % at 3 µM; 0.33% of 360,000 active;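 active means activation above the run's mean compound activation plus 3 SD, cut at about 16% in these data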;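 further: peak over basal fluorescence ratio within a 140 s kinetic read after compound addition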
Target sequence (P11229 whole entry, looked up): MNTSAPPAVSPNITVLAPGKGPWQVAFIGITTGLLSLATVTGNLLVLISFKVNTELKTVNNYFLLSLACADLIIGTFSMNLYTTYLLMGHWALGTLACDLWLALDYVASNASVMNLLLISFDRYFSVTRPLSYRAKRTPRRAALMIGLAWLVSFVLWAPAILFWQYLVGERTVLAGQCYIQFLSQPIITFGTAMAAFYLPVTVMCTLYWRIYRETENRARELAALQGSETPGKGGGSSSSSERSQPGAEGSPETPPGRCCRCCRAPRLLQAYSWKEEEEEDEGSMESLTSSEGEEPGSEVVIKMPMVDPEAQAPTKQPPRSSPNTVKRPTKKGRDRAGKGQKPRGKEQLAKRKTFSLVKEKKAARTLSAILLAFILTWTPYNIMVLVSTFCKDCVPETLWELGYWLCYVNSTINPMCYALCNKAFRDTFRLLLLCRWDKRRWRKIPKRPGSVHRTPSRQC
V1R ag counter = counter-screen for oxytocin receptor agonists: human V1a receptor agonists. CHO-V1R cells, Fluo-8 calcium fluorescence, agonist mode; 0% DMSO, 100% 3 nM vasopressin. activation, % at 3 µM. 0.25% of 320,000 active;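 active means activation above the mean activation of all tested compounds plus 3 SD, per screening run, cut at about 20% in these data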;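 further: signal is peak over basal fluorescence ratio across a 100 second FLIPR read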
The depositor's hits bear a star; nt = no result given.

SMILES	CHO-K1 Ca PAM	TAAR1 ag	OXTR potentiate	CHO parental Ca	TAAR1 antag	M1 ag parental	CHO-K1 Ca antag	CHRM1 agonist	V1R ag counter
Nc1cc(=O)c2[nH]cnc2[nH]1	15	2	nt	nt	-13	0.0	-14	-2	nt
Cc1cc(N2CCN(c3ccccc3)CC2)n2cc(-c3ccccc3)nc2n1	11	3	4	-21	-9	0.7	-3	0	-1.2
COc1cccc(NC(=O)NC2(C(=O)N3CCC(O)CC3)CCCCC2)c1	15	-1	-2	-7	-24	0.6	-21	-3	0.6
Cc1cccc(N2CCN(C(=O)c3ccccc3NC(=O)C3CCCCC3C(=O)O)CC2)c1 (stereo unspecified)	18	6	-2	-15	-19	1.7	-8	3	-0.4
CCOc1ccccc1N1CCN(C(=O)CC(C)C)CC1	11	0	4	-6	0	0.3	-6	0	-0.2
CCCCc1nnc(NC(=O)c2ccc(OCc3c(C)noc3C)cc2)s1	4	3	nt	nt	-9	1.5	1	-1	nt
CN(Cc1ccccc1)S(=O)(=O)c1ccc(NC(=S)NC(=O)C2CCCC2)cc1	8	7	-7	5	44	2.5	3	-5	2.1
CCOC(=O)c1c(NC(=O)CSc2ncnc3ccccc23)sc(C(C)=O)c1C	-8	-1	-10	-13	4	0.0	10	-7	-0.1
O=C(O)C1(C(=O)O)CCCC1	-25	0	nt	nt	5	0.4	15	-3	nt
O=C(c1cc2cc(F)ccc2[nH]1)N(Cc1cccnc1)CC1CCCN(C2CCCCC2)C1 (stereo unspecified)	0	0	2	-33	-9	0.0	-5	-6	1.9
Cc1ccc(Cn2nc(C)c(C(=O)NCC(c3ccc(F)cc3)N3CCOCC3)c2Cl)cc1 (stereo unspecified)	11	11	-7	-21	14	4.3	-17	-5	0.5
O=C(Nc1nc2ccc(F)cc2s1)c1ccc(N2CCCC2=O)cc1	9	2	-6	-8	-10	2.5	-8	2	1.9
N/C(=N\OC(=O)COc1ccc(Cl)cc1Cl)c1ccncc1	19	11	nt	nt	6	5.0	-12	-3	nt
Cc1ccccc1Nc1nnc(SCC(=O)c2c(N)n(C)c(=O)n(C)c2=O)s1	21	3	-8	19	-15	0.1	-7	-7	-1.1
CCc1ccc(NC(=S)Nc2ccc(S(=O)(=O)Nc3ncccn3)cc2)cc1	17	-1	-2	1	-17	0.4	-9	-3	0.1
COC(=O)c1ccc(CSc2nc3c(c(=O)n2-c2ccccc2)SCC3)o1	15	-2	2	-16	-27	1.1	0	-11	-1.0
CCOc1ccccc1CN1CCN(Cc2ccc(C)o2)C(CCO)C1 (stereo unspecified)	15	4	-5	-15	-6	-0.1	-6	-12	0.8
COCc1nnc(NC(C)=O)s1	16	-1	-7	3	4	14	12	-10	0.7
O=c1c2ccccc2nc(/C=C/c2ccccc2)n1CCc1ccccc1	22	3	-7	-37	12	0.5	-10	-4	0.3
COc1ccc(N(C(=O)c2ccco2)C(C(=O)NC2CCCC2)c2ccc(N3CCOCC3)cc2)c(OC)c1 (stereo unspecified)	-18	1	-1	-17	8	-0.5	-1	-2	0.3
CSc1cc(C)n(-c2ccc(Cl)cc2)c(=S)c1C(C)=O	9	0	-10	2	1	1.3	-1	-5	-0.3
Cc1ccc(NC(=O)CN(C)C(=O)/C=C/c2ccc3c(c2)OCO3)cc1	2	7	-2	-9	-14	-0.2	-6	-5	0.1
N#CC(C#N)=C1SC(=Nc2ccccc2)C(=Nc2ccccc2)N1c1ccccc1	17	0	nt	nt	-27	0.8	-19	-4	nt
CC(C)(Oc1ccc(Cl)cc1)C(=O)Nc1cccnc1	20	13	-12	-8	4	0.7	-15	-2	0.8
Cc1noc(C)c1NC(=O)N(C)C[C@@H]1OCc2cnnn2CCCC(=O)N([C@H](C)CO)C[C@@H]1C	18	0	nt	nt	-15	0.6	-4	-2	nt
CCCCc1cc(=O)oc2cc(OC(C)C(=O)NCC3CCC(C(=O)O)CC3)c(Cl)cc12 (stereo unspecified)	7	1	3	-14	-1	0.2	1	-2	0.6
COc1ccc(-n2nnnc2SCC(=O)Nc2cc(OC)c([N+](=O)[O-])cc2C)cc1	20	10	1	-7	18	1.3	-13	-2	0.8
Cn1c(=O)c2c(nc(SCC(=O)N3CCCCCC3)n2C)n(C)c1=O	13	11	-7	-5	4	0.1	-5	-4	-0.4
O=C1NC(Cc2ccc(O)cc2)c2nc3cc(Cl)ccc3c(=O)n2-c2cc3ccccc3cc21 (stereo unspecified)	-6	4	nt	nt	18	1.8	-2	-2	nt
O=C(CNC(=O)c1ccc(Cl)c([N+](=O)[O-])c1)OC1CCCCC1=O (stereo unspecified)	4	0	-3	-11	-3	0.5	-8	3	0.3
CNC[C@@H]1Oc2c(NC(=O)Nc3ccccc3)cccc2C(=O)N([C@@H](C)CO)C[C@H]1C	-16	7	-6	-11	0	0.1	-2	2	0.7
O=C(CC12CC3CC(CC(C3)C1)C2)Nc1cccc2ncccc12	28	14	-8	-19	-5	6.5	-13	-2	-1.1
CN(C)C(=S)Nc1ccc([N+](=O)[O-])cc1	6	1	-3	-7	-4	0.2	1	-5	1.0
c1ccc(-n2ncc3c(NCc4ccc5c(c4)OCO5)ncnc32)cc1	10	4	-4	-9	5	1.7	-39	-4	0.1
CCOc1nc(Nc2ccc(OC)cc2)nc(OCC)n1	4	5	-12	0	0	-0.1	12	-7	-1.2
Clc1ccc(OCc2nnnn2-c2ccccc2)cc1	9	4	-1	-4	1	-0.3	-6	-7	-1.1
O=C1C2CCCN2C(c2cccc(Br)c2)N1c1ccc(F)cc1 (stereo unspecified)	27	-1	-1	-10	-12	0.1	-8	-6	-1.1
O=c1cc(CNc2cc(Cl)ccc2Cl)nc2sccn12	14	5	-4	-15	-11	1.5	-13	-8	2.0
Cc1ccc(-n2ncc3c(=O)[nH]c(SCC(=O)NCC4CCCO4)nc32)cc1 (stereo unspecified)	-11	5	-12	10	5	0.1	1	-3	-0.2
Cc1cc(C)n(-c2ccc(C(=O)OCC(=O)Nc3ccc(S(N)(=O)=O)cc3)cc2)n1	-16	1	-2	-11	6	-0.3	-3	-3	0.9
O=C(NCC1CCCO1)Nc1ccc2c(c1)OCO2 (stereo unspecified)	15	2	-4	-1	5	4.1	5	-7	0.9
NC(=O)c1ccc(NC(=O)COC(=O)CCN=C2NS(=O)(=O)c3ccccc32)cc1	9	1	-1	3	-10	0.1	-9	-3	0.4
Cc1ccc2[nH]nc(C(=O)N3CCCC(C(=O)c4ccc(Cl)cc4)C3)c2c1 (stereo unspecified)	10	15	-9	4	43	7.2	10	-5	5.2
O=C(CC1C(=O)NCCN1Cc1ccc(-c2ccccc2)cc1)NCCOc1cccnc1 (stereo unspecified)	-13	-1	-5	-15	13	0.2	8	-8	0.0
O=C(COC(=O)CCc1nc2ccccc2n1-c1ccccc1)Nc1ccc(N2CCCCC2)cc1	12	1	-9	-6	44	2.5	8	-7	-1.1
CCCN(C)C1CN(Cc2cn(Cc3cccc(C(F)(F)F)c3)nn2)S(=O)(=O)C1 (stereo unspecified)	-7	4	nt	nt	-20	0.2	2	nt	nt
Nc1cc(S(=O)(=O)Nc2ccccc2Cl)ccc1N1CCCCC1	-5	6	-11	30*	38	6.9	18	-2	7.0
Cc1ccccc1C(=O)NC(CC(C)C)C(=O)NCC(C)(C)N1CCOCC1 (stereo unspecified)	14	0	6	-11	-15	1.9	-11	-2	1.7

Three of these compounds, set out differently:
Values in the order: CHO-K1 Ca PAM	TAAR1 ag	OXTR potentiate	CHO parental Ca	TAAR1 antag	M1 ag parental	CHO-K1 Ca antag	CHRM1 agonist	V1R ag counter
> O=C(CC1C(=O)NCCN1Cc1ccc(-c2ccccc2)cc1)NCCOc1cccnc1 (stereo unspecified)
    -13	-1	-5	-15	13	0.2	8	-8	0.0
> O=C(COC(=O)CCc1nc2ccccc2n1-c1ccccc1)Nc1ccc(N2CCCCC2)cc1
    12	1	-9	-6	44	2.5	8	-7	-1.1
> CCCN(C)C1CN(Cc2cn(Cc3cccc(C(F)(F)F)c3)nn2)S(=O)(=O)C1 (stereo unspecified)
    -7	4	nt	nt	-20	0.2	2	nt	nt

Other results
SMILES	CHO-K1 Ca PAM	TAAR1 ag	OXTR potentiate	CHO parental Ca	TAAR1 antag	M1 ag parental	CHO-K1 Ca antag	CHRM1 agonist	V1R ag counter
O=C(COC(=O)C1CC1)Nc1ccc(Oc2ccccc2)cc1	10	11	-16	3	35	2.1	-6	-4	2.2
Cc1nn(CC(=O)NCCCc2ccccc2)c(=O)c2cccn12	7	nt	-6	-18	nt	0.3	-14	-1	-0.6
CCOc1ccc(CN(C)C(=O)[C@H](C)NC(=O)c2ccco2)cc1OC	11	0	-4	-13	12	2.9	-17	-3	-0.2
Cc1noc(NS(=O)(=O)c2ccc(NC(=O)C34CCC(CC3)C4)cc2)c1C	7	8	2	-1	-14	0.8	-14	-2	0.8
CN(CC(=O)Nc1cccc(F)c1)C(=O)c1ccc(N2CCCC2)c([N+](=O)[O-])c1	-13	6	-12	-10	5	6.2	2	4	6.7
CC1=NN(C(C#N)c2c(C)nn(Cc3ccccc3)c2C)C(C)(C)C1 (stereo unspecified)	20	1	-9	-7	2	1.4	-4	-11	1.1
O=C(O)CC(c1cccc(O)c1)N1Cc2ccccc2C1=O (stereo unspecified)	6	0	-11	5	24	0.2	3	-3	0.5
COc1ccccc1OCCn1cc(C#N)c2ccccc21	9	0	-3	0	3	0.7	-5	-3	-0.1
CCCCNC(=O)CCC(=O)NNc1nc2ccccc2c2nc(C)nn12	9	0	6	-1	-6	0.1	-5	-3	-0.1
C=CCNc1nc(=S)[nH]c2cc(OC)c(OC)cc12	9	1	-6	1	1	9.2	11	-10	0.1
CC(=O)Nc1ccc(-c2csc(NC(=O)C3CC(=O)N(c4ccc5c(c4)OCCO5)C3)n2)cc1 (stereo unspecified)	14	2	1	-4	-3	0.9	-8	-2	-0.3
Cc1cc(OCC(=O)Nc2cccc(S(=O)(=O)NC3=NCCCCC3)c2)ccc1Cl	6	7	-11	-11	-11	11	9	-3	8.0
Cc1ccc2[nH]c3c(c2c1)CNCC3	-8	28	-7	-3	7	1.6	-6	-4	2.1
CCCCCCn1c(=O)n2n(c1=O)C[C@]1(OC(=O)Nc3cccs3)CN(S(=O)(=O)c3ccc(C)cc3)C[C@]1(O)C2	0	10	nt	nt	22	1.6	6	-1	nt
Cc1ccc(C(=O)N/C(=C\c2cn(S(=O)(=O)N(C)C)c3ccccc23)C(=O)N2CCCC2)cc1	15	11	-11	-19	40	5.4	-8	-1	1.2
Cc1ccc(Cl)cc1NS(=O)(=O)c1cn(C)nc1C	15	-1	3	3	-13	0.8	-2	-2	2.1
